Screens: PubChem, National Center for Advancing Translational Sciences (NCATS)
RXFP1 ag = agonists of human relaxin receptor RXFP1 | Q9HBX9 | HEK293T-RXFP1 cAMP TR-FRET, 30 min; response scale: percent of porcine relaxin response, buffer zero | Potency, µM (series often up to 57.5 µM), for inactives: at the top dose activation, actives largely listed as activators | 370,000 compounds, 0.3% hits; also: potency is read from the fitted curve at half-maximal effect; % is scaled to controls: 0 for no effect and ±100 for the full control effect; nearly all actives have a fitted effect of over 60% in size; many of its hits are not listed in these tables
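Agonist response is measured as cAMP accumulation in an RXFP1-transfected HEK293T line under PDE4 inhibition. Values are scaled between buffer-only and 29 nM porcine relaxin, and EC50s come from standard Hill equation fits.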
D1 agonist = human D1 receptor agonism | HEK293 T-REx D1 cells, calcium flux, agonist mode | 360,000 compounds, 1% hits | AID 504660 | activation, % at 2 µM | P21728; in the data active = activation above about 30%; also: 0% is about no effect
Target sequence (P21728 whole entry, looked up): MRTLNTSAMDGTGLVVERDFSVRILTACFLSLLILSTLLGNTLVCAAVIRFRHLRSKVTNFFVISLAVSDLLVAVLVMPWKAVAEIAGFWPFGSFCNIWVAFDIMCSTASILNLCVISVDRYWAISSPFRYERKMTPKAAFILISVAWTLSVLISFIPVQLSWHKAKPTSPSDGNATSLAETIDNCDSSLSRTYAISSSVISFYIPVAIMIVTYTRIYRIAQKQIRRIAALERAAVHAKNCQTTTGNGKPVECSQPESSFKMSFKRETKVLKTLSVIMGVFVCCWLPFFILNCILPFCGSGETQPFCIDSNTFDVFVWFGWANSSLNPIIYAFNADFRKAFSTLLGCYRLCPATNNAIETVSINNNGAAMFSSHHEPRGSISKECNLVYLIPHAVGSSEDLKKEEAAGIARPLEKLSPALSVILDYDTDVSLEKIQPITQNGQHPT
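Inducible HEK293 T-REx D1 cells, force-coupled to calcium signalling, were plated at 4000 cells/well with tetracycline and held overnight at 30 C. After no-wash calcium dye loading, compound-evoked calcium rise over 180 s flagged agonists.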
D2 PAM = positively modulates the human D2 dopamine receptor allosterically; potentiation, % at 10 µM; HEK293 T-REx D2, calcium flux, EC20 dopamine potentiation; 340,000 compounds, 0.34% hits; P14416;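 active = potentiation over 3 SD above the plate norm, cut at about 30% in these data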; also: 0% is about no effect
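Potentiation of an EC20 dopamine calcium response measured kinetically over 180 s, after a preceding 180 s compound-only read flagging agonists. Cells: inducible Hek293 Trex D2 line, 4000/well, cultured overnight at 30 C before dye loading.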
D1 antagonist = blocks dopamine activation of the human D1 receptor; 360,000 compounds, 3.2% hits; AID 504652; P21728; HEK293 TREx D1 cells, calcium flux, dopamine EC80; stronger effect = lower value; activity change, negative = inhibition, % at 10 µM; in the data active = activity change below about -30%; also: % is scaled to controls: 0 for no effect and ±100 for the full control effect
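Antagonism measured as reduced calcium response to an EC80 dopamine addition following 180 s compound pre-read; cells were inducible HEK293 Trex D1 plated overnight at 30 C, read kinetically at 1 cycle/sec.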
Vif-A3F inh = Vif-A3F binding inhibition | HeLa A3F-eYFP + Vif (tagged APOBEC3F with the HIV-1 protein that degrades it), YFP fluorescence increase | Potency, µM (series often up to 46.1 µM), for inactives: top-dose activity, negative = active | 390,000 compounds, 0.2% hits | AID 602313; also: potency is read from the fitted curve at half-maximal effect; % of control where 0% means no effect; nearly all actives have a fitted effect of over 65% in size
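HeLa cells stably expressing Vif plus C-terminally eYFP-tagged A3F were seeded, incubated overnight at 37 deg C, dosed with compound, incubated overnight again at 37 deg C. Yellow fluorescence (Ex 488/Em 500-530) reported blocked Vif-mediated A3F-eYFP degradation.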
D1 potentiator = potentiators of human D1 dopamine receptor; P21728; HEK293 TREx D1 cells, calcium flux, dopamine EC20 potentiation; potentiation, % at 10 µM; 360,000 compounds, 0.036% hits; in the data active = potentiation above about 30%; also: 0% is about no effect
RXFP1 antag = RXFP1 (human) relaxin receptor antagonism; Q9HBX9; HEK293-RXFP1, relaxin-stimulated cAMP HTRF, 30 min; stronger effect = lower value; activity change, negative = inhibition, % at 57.5 µM; 350,000 compounds, 0.59% hits; AID 1259400;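 active = activity change of -60% or lower, but not beyond a set lower limit; inconclusive = change between -60% and -40%, or beyond the set limit; inactive = change above -40%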; also: % is scaled to controls: 0 for no effect and ±100 for the full control effect
Glioma ERSR ind = ER stress response induction in glioma; U87-MG GRP78 promoter luciferase reporter, 16 h; Potency, µM, inactives show at the top dose activation, usual class: activators; 420,000 compounds, 0.02% hits; also: potency is read from the fitted curve at half-maximal effect; series mostly up to about 76 µM; % of control where 0% means no effect; nearly all actives have a fitted effect of over 35% in size
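ERSR induction read as luciferase luminescence (Bright-Glo, 10 min at room temperature) in stably transfected human U87-MG glioma cells exposed to compounds for 16 h, using GRP78 as sensor.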
Vif-APOBEC3G blk = blocks the Vif interaction with human APOBEC3G; HeLa A3G-eYFP + Vif (tagged APOBEC3G with the HIV-1 protein that degrades it), YFP fluorescence, overnight; Potency, µM (series often up to 46.1 µM), for the others: at the top dose activity, negative = active, actives largely listed as inhibitors; 410,000 compounds, 0.076% hits;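 also: potency is read from the fitted curve at half-maximal effect; % is scaled to controls: 0 for no effect and ±100 for the full control effect; nearly all actives have a fitted effect of over 60% in size; hits raise eYFP signal because A3G escapes Vif-driven loss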
Target sequence (Q9HC16 whole entry, looked up): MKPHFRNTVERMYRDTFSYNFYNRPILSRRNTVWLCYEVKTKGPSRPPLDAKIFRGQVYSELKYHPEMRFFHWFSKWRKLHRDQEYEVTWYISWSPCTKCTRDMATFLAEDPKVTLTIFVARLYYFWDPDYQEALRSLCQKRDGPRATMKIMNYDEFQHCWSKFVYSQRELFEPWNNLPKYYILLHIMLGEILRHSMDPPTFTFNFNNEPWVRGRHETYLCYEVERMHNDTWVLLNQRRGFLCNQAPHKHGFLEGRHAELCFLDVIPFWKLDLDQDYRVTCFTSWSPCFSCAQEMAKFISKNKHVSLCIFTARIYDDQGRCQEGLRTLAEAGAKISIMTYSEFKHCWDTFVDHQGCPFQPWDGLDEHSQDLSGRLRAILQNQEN
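Read-out is eYFP fluorescence (Ex 488/Em 500-530) from Vif-expressing HeLa A3G-eYFP cells; more signal means A3G escaped Vif-mediated degradation. Cells plated overnight, compound pinned in, incubated overnight at 37 deg C.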
* = called active by the depositor; ? = inconclusive; · = not tested or not shown. Unless noted, calls follow the shape of the dose curve; as a rule, active = well fitted curve in the direction sought with a large enough effect; inconclusive = small, poorly fitted or top-dose-only effect, or another doubt; inactive = no such curve, though single readings can be large; an effect the other way counts as inactive or inconclusive. This is a subset; rates above refer to the full screens.

compound	RXFP1 antag	D1 potentiator	D1 antagonist	D2 PAM	Glioma ERSR ind	D1 agonist	Vif-APOBEC3G blk	Vif-A3F inh	RXFP1 ag
COc1cccc(C2=NOC(C(=O)Nc3cc(C)on3)C2)c1OC (configuration not stated)	2	1	-9	2	-1%	5	0%	1%	-8.3%
COc1ccccc1OCC(=O)NNC(=O)c1cnccn1	2	2	12	3	-2%	3	-1%	-2%	-0.4%
Cc1ccc(CNC(=O)CSc2nc3ccsc3c(=O)n2-c2ccc(C(=O)O)cc2)cc1	-11	-4	-16	1	-4%	1	-4%	0%	3.7%
CCOC(=O)C1C(=O)NC(c2ccccc2)=NC1c1ccccc1 (configuration not stated)	-3	-2	-11	6	2%	0	-6%	-10%	0.1%
Cc1cc(Oc2ccc(=O)n(C)n2)nc(=S)[nH]1	·	3	6	7	·	3	·	·	1.0%
COc1cccc(/C=N/N2CCN(C)CC2)c1	0	-11	3	17	3%	-2	3%	-1%	2.4%
Cc1oc(-c2cccc(Cl)c2)nc1CSc1nc2ncccc2[nH]1	4	2	9	-1	-3%	0	0%	1%	6.0%
CS(=O)(=O)NCCOc1ccc(S(=O)(=O)N2CCCc3ccccc32)cc1	-9	-1	7	-7	-1%	11	-6%	-15%	0.0%
CC1(C)CC(=O)c2cc(C(=O)Nc3ccc(Cl)cc3)c(=O)[nH]c2C1	-11	0	-1	20	-2%	1	-3%	4%	?
Cn1ccnc1SCC(=O)Nc1cccc(C(F)(F)F)c1	-2	0	-19	-8	3%	2	0%	-1%	-1.1%
COC(=O)CCCCCn1c(-c2ccccc2)cn2c3c(=O)n(C)c(=O)n(C)c3nc12	·	2	11	-4	-2%	0	-1%	4%	11%
CCOc1ccc(C(=O)Nc2cc(C)c3c(=O)oc4ccccc4c3n2)cc1	·	·	-7	8	0%	1	2%	-7%	24%

Part of the list above, with two lines to a compound.
Below each compound – RXFP1 antag	D1 potentiator	D1 antagonist	D2 PAM	Glioma ERSR ind	D1 agonist	Vif-APOBEC3G blk	Vif-A3F inh	RXFP1 ag
COc1cccc(/C=N/N2CCN(C)CC2)c1
  0	-11	3	17	3%	-2	3%	-1%	2.4%
Cc1oc(-c2cccc(Cl)c2)nc1CSc1nc2ncccc2[nH]1
  4	2	9	-1	-3%	0	0%	1%	6.0%
CS(=O)(=O)NCCOc1ccc(S(=O)(=O)N2CCCc3ccccc32)cc1
  -9	-1	7	-7	-1%	11	-6%	-15%	0.0%
CC1(C)CC(=O)c2cc(C(=O)Nc3ccc(Cl)cc3)c(=O)[nH]c2C1
  -11	0	-1	20	-2%	1	-3%	4%	?
Cn1ccnc1SCC(=O)Nc1cccc(C(F)(F)F)c1
  -2	0	-19	-8	3%	2	0%	-1%	-1.1%
COC(=O)CCCCCn1c(-c2ccccc2)cn2c3c(=O)n(C)c(=O)n(C)c3nc12
  ·	2	11	-4	-2%	0	-1%	4%	11%
CCOc1ccc(C(=O)Nc2cc(C)c3c(=O)oc4ccccc4c3n2)cc1
  ·	·	-7	8	0%	1	2%	-7%	24%

(cont.)
compound	RXFP1 antag	D1 potentiator	D1 antagonist	D2 PAM	Glioma ERSR ind	D1 agonist	Vif-APOBEC3G blk	Vif-A3F inh	RXFP1 ag
CCOc1ccc(CCNC(=O)CCCc2cc(-c3ccc(OCC)cc3)on2)cc1	·	-1	-16	-5	-4%	0	3%	2%	-1.2%
Cc1nn(C(=O)N(C)C)c(C)c1CN1C(=O)c2ccccc2C1=O	8	-2	0	9	-2%	3	-1%	-11%	15%
CC(NC(=O)CSc1nc2c(c(C(F)(F)F)n1)CCc1ccccc1-2)c1ccccc1 (configuration not stated)	-5	-4	9	7	-10%	2	2%	6%	-0.5%
COc1ccc(C2=NS(=O)(=O)N(C)C(C(=O)NC3CCCC3)=C2)cc1	-3	-4	-13	-14	-3%	5	-2%	2%	6.5%
NC(=O)c1ccc(NC(=O)COC(=O)CCN=C2NS(=O)(=O)c3ccccc32)cc1	-5	-9	15	-6	-4%	3	-2%	-2%	1.9%
O=S(=O)(c1ccc(SCc2ccc(Br)cc2)nc1)N1CCCCC1	-17	-2	-10	-7	-2%	4	0%	-2%	-0.4%
Cc1ccccc1-c1ccc2c(c1)O[C@@H](CN(C)C(=O)Nc1ccc(C(F)(F)F)cc1)[C@H](C)CN([C@@H](C)CO)S2(=O)=O	-6	·	·	·	-3%	·	-1%	-1%	·
O=C(CSc1nnc2ccccn12)NC(=O)c1ccccc1	6	-2	-12	4	-1%	1	5%	-5%	0.9%
CC1=NN(c2ccccc2)C(=O)/C1=C/C=C/c1ccccc1	-24	4	24	2	-1%	4	?	?	-0.3%
CCCN1CCN(CCCNC(=O)CCCn2nc(C)c3sc4ccccc4c3c2=O)CC1	5	-5	-2	4	0%	0	0%	-6%	0.5%
CCOc1ccc(CNC(=O)c2[nH]c3ccccc3c2Sc2ccc(C)cc2)cc1	-18	2	-1	5	-3%	2	3%	-2%	20%
COc1ccc(/C=C/C(=O)Nc2cc(C(F)(F)F)ccc2Cl)cc1OC	·	0	0	-12	-2%	4	3%	2%	2.2%

Look-ups from above:
CCCN1CCN(CCCNC(=O)CCCn2nc(C)c3sc4ccccc4c3c2=O)CC1 in D1 antagonist shows -2
Cc1nn(C(=O)N(C)C)c(C)c1CN1C(=O)c2ccccc2C1=O in D1 agonist shows 3

More structures
compound	RXFP1 antag	D1 potentiator	D1 antagonist	D2 PAM	Glioma ERSR ind	D1 agonist	Vif-APOBEC3G blk	Vif-A3F inh	RXFP1 ag
COc1ccc(-n2ccn(CC(=O)Nc3ccccc3OC)c(=O)c2=O)cc1	19	-3	-10	1	2%	1	1%	6%	-0.8%
CCSc1ccc([C@@H]2[C@H]3C(=O)N(CC)C(=O)[C@H]3[C@]3(C(=O)OC)CCCCN23)cc1	·	-7	8	·	-4%	6	-13%	-9%	-0.8%
CC(=O)C1=C(C)OC(N)=C(C#N)C1c1ccco1 (configuration not stated)	-1	-2	-20	-2	-6%	3	-11%	2%	1.4%
O=C(CC1CCCC1)OCn1nnc2ccccc2c1=O	-9	-6	-2	·	-4%	3	-1%	·	3.2%
Cc1[nH]n(S(=O)(=O)c2ccccc2)c(=O)c1N=Nc1cccc(Cl)c1	13	3	-7	-2	-5%	8	-4%	-4%	-1.7%
CCOC(=O)C1CCN(CC(=O)c2ccc(O)c(C)c2O)CC1	2	1	13	3	-4%	3	-2%	-1%	1.5%
COc1ccc(CC(=O)OCC(=O)NC(=O)Nc2ccccc2F)cc1	5	-7	-10	3	-3%	3	1%	-5%	1.9%
Cc1ccc2[nH]c(=O)cc(C(=O)OC(C)C)c2c1	0	-3	3	0	0%	1	-1%	3%	-1.4%
O=C(c1cc(COc2c(F)cccc2F)on1)N1CCSCC1	-8	0	5	2	10%	2	1%	4%	0.4%
Cc1ccc(C)c(NC(=O)C2CCN(c3cc(C)nc4c(-c5ccc(Cl)cc5)c(C)nn34)CC2)c1	·	2	11	0	-3%	1	0%	-9%	3.0%
OC(COc1cccc2ccccc12)CN1CCN(c2ccccc2Cl)CC1 (configuration not stated)	-9	-1	-10	-18	-3%	4	0%	5%	1.2%
Cn1c(=O)c2c(nc(N3CCN(Cc4ccccc4)CC3)n2CCCc2ccccc2)n(C)c1=O	-20	-11	16	2	1%	6	2%	-7%	2.0%

Next part:
compound	RXFP1 antag	D1 potentiator	D1 antagonist	D2 PAM	Glioma ERSR ind	D1 agonist	Vif-APOBEC3G blk	Vif-A3F inh	RXFP1 ag
CC1CCc2[nH]c3ccc(C(=O)N4CCCC(C(F)(F)F)C4)cc3c2C1 (configuration not stated)	-37	2	4	-6	1%	4	1%	?	-0.1%
COc1ccc(C(CNC(=O)c2ccc(-c3cccc(C(F)(F)F)c3)o2)N2CCOCC2)cc1 (configuration not stated)	2	7	30	-2	-5%	34*	0%	2%	1.0%
CC(C)(C)OC(=O)NNc1c2ccccc2nc2ccccc12	-21	-3	7	1	0%	0	0%	8%	0.0%
Brc1ccc2c(c1)OCCOCCOc1cc(Br)ccc1OCCOCCOCCO2	-38	-7	-7	6	-10%	10	-4%	-5%	0.5%
Cc1cc(C)cc(OCc2nnc(SCC(=O)N3CCN(c4ccccc4)CC3)o2)c1	-11	0	15	11	-4%	5	-8%	-8%	0.2%
CCCc1cc(=O)[nH]c(SCC(=O)N(Cc2ccccc2)C(C)C)n1	1	3	-6	7	0%	2	-6%	3%	2.1%
CCOC(=O)N(Cc1ccccc1)C(C(=O)O)C(C(=O)O)N(Cc1ccccc1)C(=O)OCC (configuration not stated)	-4	-6	4	·	1%	0	0%	3%	0.0%
CC(C)[C@H]1C(=O)Nc2ccccc2N1C(=O)N[C@@H](Cc1ccccc1)C(=O)N[C@H](Cc1ccccc1)C(=O)O	·	-1	2	-4	-1%	1	-2%	7%	2.7%
CCn1c(CNC(=O)c2ccco2)nnc1SCC(=O)Nc1ccc(Br)cc1F	7	-3	-19	1	-1%	0	0%	-17%	0.6%
COc1ccc(/C=N/NC(=O)c2ccc(NC(C)=O)cc2)cc1COc1ccc(F)cc1F	-1	-6	4	11	0%	0	-1%	-9%	6.6%
